Bioassay records (PubChem)
GRK2 inh – compounds blocking aptamer binding on GRK2 – biochemical, human GRK2, bead flow cytometry, HTS, primary screen; Beta-adrenergic receptor kinase 1 (Homo sapiens), P25098; AID 488847, 2010; inhibition of aptamer binding, % at 10 µM; FAM-aptamer displacement from GRK2; 330,000 tested, 0.59% active;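 active means inhibition of aptamer binding above 40%, roughly 3 SD of noise, on plates passing a quality check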;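 further: median bead fluorescence of bound FAM aptamer so fluorescent compounds give negative values; no value below 0 was filed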
GASC-1 inh – inhibitors of GASC-1 histone demethylase, primary screen, biochemical, fluorescence, DELFIA europium | GST-JMJD2C(1-420) H3K9me3 demethylation | inhibition, % at 2.35 µM | 330,000 tested, 0.069% active;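 active means more than half of a compound's replicate wells show inhibition beyond 50%, single wells judged on their own value; inconclusive means some, but no more than half, of replicates pass 50% inhibition; inactive means no replicate passes 50% inhibition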;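 further: signal counts dimethyl H3K9 product captured on neutravidin plate; 0% = median of DMSO wells and 100% = 0.3 times that DMSO median; strong numbers were not always called active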
Target sequence (Q9H3R0 1-420 limits assumed): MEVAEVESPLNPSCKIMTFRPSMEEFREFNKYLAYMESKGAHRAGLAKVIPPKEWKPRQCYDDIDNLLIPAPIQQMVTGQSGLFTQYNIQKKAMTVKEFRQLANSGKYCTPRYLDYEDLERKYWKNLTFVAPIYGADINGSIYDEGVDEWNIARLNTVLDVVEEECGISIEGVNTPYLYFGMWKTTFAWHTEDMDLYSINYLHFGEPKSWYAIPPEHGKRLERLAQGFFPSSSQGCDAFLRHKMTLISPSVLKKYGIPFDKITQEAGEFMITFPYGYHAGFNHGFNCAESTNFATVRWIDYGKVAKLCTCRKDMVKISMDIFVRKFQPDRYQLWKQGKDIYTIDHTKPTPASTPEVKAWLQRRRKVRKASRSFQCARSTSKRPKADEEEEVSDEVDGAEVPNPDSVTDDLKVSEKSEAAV
CTSL1 counter – Fasciola hepatica cathepsin L1 inhibitors, primary screen, counter-screen for PFM18AAP inhibitor project, biochemical, QFRET, fluorogenic peptide substrate; recombinant F. hepatica cathepsin L1, Z-Leu-Arg-MCA fluorescence; inhibition, % at 5.96 µM; 300,000 tested, 0.49% active; AID 1906, 2009;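 active means inhibition above the mean of all tested compounds plus 3 SD, set per screening campaign, cut at about 17% in these data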;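 further: 0% = plate median of test compound wells and 100% = 1 µM Z-Phe-Ala-diazomethylketone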
VLA-4 inh – inhibition in human VLA-4 binding assay, primary screen, VLA-4 allosteric modulator project, MLPCN library, flow cytometry, VLA-4 expressing cells. 330,000 tested, 0.2% active. Integrin alpha-4 (Homo sapiens), P13612. inhibition, % (about 7 µM as worked out from the volumes in the protocol). ligand binding flow cytometry; in the data active means inhibition above about 50%
procasp7 counter – procaspase-7 activators, primary screen, counter-screen for procaspase-3 activator project, biochemical, absorbance, HTS, human | Caspase-7 (Homo sapiens), P55210 | activation, % at 8.5 µM | recombinant procaspase-7, Ac-DEVD-pNA absorbance 405 nm; D23A/D198A/D206A triple mutant, cannot self-cleave; scale: DMSO 0, 5 µM enzyme 100 | 330,000 tested, 0.093% active;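 active means percent activation above the screen-wide mean plus 3 SD, cut at about 25% in these data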
Target sequence (P55210 whole entry D23A/D198A/D206A): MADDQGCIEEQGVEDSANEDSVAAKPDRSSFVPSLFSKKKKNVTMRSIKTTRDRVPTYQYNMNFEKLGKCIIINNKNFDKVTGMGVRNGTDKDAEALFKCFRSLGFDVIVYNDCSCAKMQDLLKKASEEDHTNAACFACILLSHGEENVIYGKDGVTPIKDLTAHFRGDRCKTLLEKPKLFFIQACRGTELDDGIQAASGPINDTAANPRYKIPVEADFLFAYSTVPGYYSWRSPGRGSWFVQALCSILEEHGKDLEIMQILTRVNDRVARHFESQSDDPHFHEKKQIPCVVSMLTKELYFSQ
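Assay system: Uncleavable procaspase-7 mutant enzyme | Input: 2 µM procaspase-7 mutant as dispensed | Timing: 1 h compound preincubation, 2 h substrate cleavage, 25 °C | Repeats: One well per compound | Control set: DMSO wells as 0%, DMSO with 5 µM added PC-7 as 100% | Technique: Epi-absorbance of released pNA at 405 nm, two timepoints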
core dimer inh – inhibitors of HCV core protein dimerization, primary screen, biochemical, TR-FRET, high-throughput. AID 1899, 2009. TR-FRET GST/Flag-core106 dimerization, 1536-well. 300,000 tested, 0.33% active. inhibition, % at 5 µM;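 active means inhibition above the mean of all tested compounds plus 3 SD, set per screening campaign, cut at about 45% in these data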
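System – GST-tagged and Flag-tagged HCV core protein residues 1-106 · Repeats – one well for each compound · Technique – TR-FRET 671 and 617 nm emission · Doses – one concentration, 5 µM, in 0.5% DMSO · Times – 4 h, 22.5 °C incubation · Also added – Eu donor and XL665 acceptor anti-tag antibodies · Measure – percent inhibition of core106 dimerization signal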
PP5 inh – PP5 phosphatase inhibitors, primary screen, biochemical, fluorescence; 320,000 tested, 0.18% active; Serine/threonine-protein phosphatase 5 (Homo sapiens), P53041; purified PP5c, OMFP substrate fluorescence; inhibition, % at 6.7 µM; AID 1987, 2009;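 active means inhibition above the campaign's mean inhibition across all tested compounds plus 3 SD, cut at about 9.5% in these data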;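 further: 0% = DMSO only and 100% = 100 µM cantharidin control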
PP1 counter – PP1-alpha phosphatase inhibitors, primary screen, counter-screen for PP5 inhibitor project, biochemical, fluorescence, OMFP substrate, single point; Serine/threonine-protein phosphatase PP1-alpha catalytic subunit (Homo sapiens), P62136; purified PP1alpha; inhibition, % at 6.7 µM; 320,000 tested, 0.9% active;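 active means inhibition above the mean inhibition of all tested compounds plus 3 SD, computed separately for each screening campaign, cut at about 15% in these data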
Target sequence (P62136 whole entry, looked up): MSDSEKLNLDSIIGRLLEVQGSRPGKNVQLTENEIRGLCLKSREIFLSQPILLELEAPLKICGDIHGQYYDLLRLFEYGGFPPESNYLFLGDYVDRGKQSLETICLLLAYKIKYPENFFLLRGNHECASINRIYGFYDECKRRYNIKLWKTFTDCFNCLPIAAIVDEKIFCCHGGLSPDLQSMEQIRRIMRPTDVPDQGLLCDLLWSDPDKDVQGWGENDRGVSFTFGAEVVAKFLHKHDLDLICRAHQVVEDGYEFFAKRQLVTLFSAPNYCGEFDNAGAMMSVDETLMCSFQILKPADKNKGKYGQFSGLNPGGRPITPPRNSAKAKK
procasp3 activ – activators of human procaspase-3 D3A mutant, primary screen, biochemical, absorbance, PC-3 D3A mutant, single concentration; recombinant procaspase-3 D3A, Ac-DEVD-pNA absorbance 405 nm; activation, % at 8.5 µM; AID 463141, 2010; 330,000 tested, 0.11% active; Caspase-3 (Homo sapiens), P42574;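 active means activation above the mean of all tested compounds plus 3 SD, cut at about 21% in these data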;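 further: 0% = DMSO alone and 100% = DMSO wells spiked with extra 5 µM PC-3 D3A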
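Assay system – Procaspase-3 D3A mutant · Benchmarks – DMSO low control, extra-enzyme high control · Technique – 405 nm absorbance of p-nitroaniline, reads at 0 and 120 min · Doses – 8.5 µM nominal · Measure – % activation between DMSO and enzyme-spiked controls · Also added – Ac-DEVD-pNA chromogenic peptide substrate · Schedule – 1 h compound preincubation, 2 h substrate hydrolysis at 25 °C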
Starred values were filed as active, the others as inactive; ? = inconclusive; / = no result given; & = joins results of further samples.

Every second line gives: GRK2 inh	GASC-1 inh	CTSL1 counter	VLA-4 inh	procasp7 counter	core dimer inh	PP5 inh	PP1 counter	procasp3 activ
COc1ccc(C)cc1-n1c(SCC(=O)Nc2cc(C)on2)nc2sc(C)c(C)c2c1=O
→ 4	-20	7	-15	-5	5	-0.7	-2	2
O=C(NC(=S)NNC(=O)[C@H]1C[C@@H]1c1ccccc1)c1cccc(F)c1
→ 0	-20	-2	20	-13	-4	2.0	-2	-8
Cc1nnc(SCCN2C(=O)c3ccccc3C2=O)[nH]c1=O
→ 0	3&-2	3	12	1	2	-1.1	-2	0
CC(C)CCNC(=O)CCCOc1ccccc1
→ 1	-14	0	4	9	-4	0.4	4	0
c1ccc(-c2nc3ccccn3c2NC2CCCC2)nc1
→ 2	11	2	-1	-5	-7	0.0	13	-15
Cc1cc(C(F)(F)F)nc(Nc2nc(C)c3ccccc3n2)n1
→ 4	0	1	10	12	-3	1.2	-4	2
O=C(CCCc1nc2ccccc2s1)NCc1ccccc1
→ 2	-1	2	-11	0	-3	0.9	1	-6
Cc1ccc(C(C)NC(=O)C2CCCC2)cc1C (centres undefined)
→ 1	3	-1	-36	11	-4	0.2	-2	0
O=C1C(CCCNC(=S)NCc2ccccc2)NC(=S)N1Cc1ccccc1 (centres undefined)
→ 1	-6	-2	3	5	4	1.8	-1	-10
COc1ccc(S(=O)(=O)NCC2CCCN(C(=O)c3ccccc3)C2)cc1 (centres undefined)
→ 0	4	-4	15	0	4	-0.4	-4	-2
COc1ccc(C2C(C#N)=C(N)Oc3c2c(-c2ccccc2)nn3-c2ccccc2)c(OC)c1OC (centres undefined)
→ 2	12	1	6	5	-4	1.4	4	-3
Cc1ccc(-n2c(SCC(=O)NCC3CCCO3)nc3ccccc3c2=O)cc1C (centres undefined)
→ 0	0	2	2	16	2	-1.0	-1	-3
Cc1ccc(NC(=O)Cn2nc([N+](=O)[O-])c(Br)c2C)cc1C
→ 0	6	5	-2	12	-1	1.1	7	8
O=C(Cn1cnc2ccccc2c1=O)NNC(=O)c1ccccc1F
→ 0	7	/	5	9	/	/	/	8
CC(C)NC[C@@H](O)COc1ccc(CC(N)=O)cc1
→ 0	15	-5	-14	-3	3	0.1	-3	7

Two entries drawn at random from the list so far, as already listed:
Every second line gives: GRK2 inh	GASC-1 inh	CTSL1 counter	VLA-4 inh	procasp7 counter	core dimer inh	PP5 inh	PP1 counter	procasp3 activ
Cc1ccc(NC(=O)Cn2nc([N+](=O)[O-])c(Br)c2C)cc1C
→ 0	6	5	-2	12	-1	1.1	7	8
CC(C)CCNC(=O)CCCOc1ccccc1
→ 1	-14	0	4	9	-4	0.4	4	0

The list continues.
Every second line gives: GRK2 inh	GASC-1 inh	CTSL1 counter	VLA-4 inh	procasp7 counter	core dimer inh	PP5 inh	PP1 counter	procasp3 activ
Cc1ccc2c(N)c(C(=O)c3ccccc3)sc2n1
→ 1	-26	-2	5	1	-3	1.7	-2	-5
Cc1ccc(-c2cn3cccnc3n2)cc1NC(=O)c1c(-c2ccccc2Cl)noc1C
→ 0	-1	2	-3	-7	9	0.0	-2	5
Cc1cccc(CC(=O)N2CCC(n3nccc3NC(=O)C3CC3)CC2)c1
→ 0	4	2	-3	-2	-3	2.1	-2	-5
O=C(NCc1ccccc1)c1ccc2c(c1)C(=O)N(Cc1ccncc1)C2=O
→ 1	-34	-2	21	4	9	-1.2	-3	6
CC1CCN(C(=O)c2ccc(CSc3ccc(Cl)cc3)cc2)CC1
→ 3	-1	1	1	5	6	2.9	4	4
CC(C)(C)NC(=O)CN(Cc1ccccc1)S(=O)(=O)c1ccccc1
→ 2	3	-1	11	-3	2	-0.9	-3	-1
CCOC(=O)C1CCN(CCC(=O)Nc2cccc(Cl)c2C)CC1
→ 0	-2	0	2	-1	2	-0.6	-2	-3
Cc1ccc(NC(=O)Cn2nc(C)c(S(=O)(=O)N(C)C)c2C)cc1
→ 2	-2	-2	2	11	-1	-2.1	-5	-7
O=C(Nc1cc(Cl)ccc1N1CCCCC1)c1cccs1
→ 4	-5	-3	0	-4	-2	4.1	-10	9
Cc1cccc(NC(=O)c2ccc([N+](=O)[O-])o2)c1
→ 0	-11	2	13	4	0	-0.6	-8	3
COC(=O)C1SCC2C(=O)N(Cc3ccc(F)cc3)CC(=O)N21 (centres undefined)
→ 2	12	-3	6	0	-4	-0.3	-3	3
Clc1ccc(Cn2nnc(-c3ccc(CN4CCOCC4)cc3)n2)cc1
→ 0	7	2	-3	-3	-5	-1.9	-3	6
CCN(CC)S(=O)(=O)c1ccc(C(=O)Nc2c3c(nn2C(C)(C)C)CS(=O)(=O)C3)cc1
→ 0	6&-8	0	-7	-3	-6	0.1	-5	1
COc1ccc2oc(=O)c(C(=O)NCc3ccccn3)cc2c1
→ 1	7	-6	20	6	-1	0.6	-3	0
O=C(c1ccc(N2C(=O)c3ccccc3C2=O)cc1)N1CCCCC1
→ 2	-1	0	-1	-4	-4	2.9	-2	3
O=C(Nc1ccccc1)Nc1nnc(-c2ccccc2)s1
→ 0	1	3	26	16	0	1.2	1	0
COc1ccccc1/C=N/NC(=O)c1cccc(NC(=O)c2ccccc2Cl)c1
→ 8	?	1	0	4	9	2.3	3	2
COc1ccc(N(C(=O)Cc2cccs2)C(C(=O)NC2CCCC2)c2ccncc2)cc1OC (centres undefined)
→ 0	3	-2	7	15	2	-0.3	1	-3
O=C(NCCc1ccccc1)c1ccc2c(c1)N(Cc1ccccc1)CCS2
→ 4	-7	-1	7	4	16	5.0	9	6
O=c1cc(-c2ccccc2)nc2c(-c3ccccc3)c(C(F)(F)F)[nH]n12
→ 1	-6	5	10	-1	8	2.0	33*	15
CC(C)(C)OC(=O)C[C@H]1C/C=C\C[C@H](CC(=O)N(CCO)Cc2ccccc2)C(=O)NC[C@H](c2ccccc2)OC1=O
→ 1	-5	/	5	-3	/	/	/	0
COc1ccc2[nH]c(C(=O)O)c(CCNC(=O)/C=C/c3ccc(O)c(OC)c3)c2c1
→ 1	-12	-1	0	-18	2	-1.9	-4	2
CCOC(=O)CNc1ncc(C(F)(F)F)cc1Cl
→ 0	0	-2	-8	7	-2	3.2	1	-10
CC(C)[C@H](NS(=O)(=O)c1ccccc1)C(=O)Nc1ccccc1N1CCOCC1
→ 1	-4	/	16	-9	/	/	/	5
Cc1[nH]c(=O)c(C#N)c(C)c1CSc1ncccn1
→ 0	4	0	5	4	-1	-0.3	-1	-3
COCCNC(=O)CSc1nc2sc(C)c(C)c2c(=O)n1-c1ccccc1
→ 1	6	3	10	2	-3	0.1	-5	10
COc1ccc(NC(=O)C2=NN(C3CCS(=O)(=O)C3)C(=O)CC2)cc1S(N)(=O)=O (centres undefined)
→ 1	4	/	-1	0	/	/	/	6
COP(=O)(OC)c1nc(-c2ccc([N+](=O)[O-])cc2)oc1N1CCCCC1
→ 3	-3	0	2	-1	7	-0.6	-1	2
COc1cc(C)c(S(=O)(=O)Nc2ccccc2F)cc1C
→ 3	-6	0	-9	-7	-1	1.2	4	2
CCCc1cc(=O)[nH]c(SCC(=O)NCCN2C(=O)CSC2=O)n1
→ 5	-2	/	9	5	/	/	/	-7
COC(=O)C1(c2ccccc2)NC(c2cccs2)C2C(=O)N(C)C(=O)C21 (centres undefined)
→ 5	0	-2	8	-1	4	0.0	-3	7
O=C1C2CCc3ccccc3C2N1c1ccccc1 (centres undefined)
→ 0	5	/	11	9	/	-1.6	1	-2
COc1ccccc1CNC(=O)C1CCN(C(=O)NC2CCCCC2)CC1
→ 5	3	-8	36	2	0	-3.3	-4	3
O=C(NCC1CCCO1)C1CCN(CC2CCCCC2)CC1 (centres undefined)
→ 4	-2	0	-4	8	-5	-0.8	-2	-2
CC(C)(C)c1ccc(NNC(=O)C2CCC2)cc1
→ 0	-4	5	6	4	0	2.1	-2	4
CCOc1cc2[nH]c(=O)n(CCCCC(=O)N3CCCCCC3)c(=O)c2cc1OCC
→ 1	33	1	5	-10	-9	1.7	0	0
CC(C)(C)C(=O)NC1CC2CCCC(C1)N2C(=O)Nc1ccccc1F (centres undefined)
→ 2	5	2	0	1	-8	1.3	-2	-6
COc1cc(C(=O)N2CCN(C(=O)C3CC3)CC2)cc(OC)c1OC
→ 2	3	-1	0	6	-5	0.5	-8	3
Cc1ccsc1/C=N/NC(=O)CNC(=O)c1c(F)cccc1Cl
→ 0	-2	1	2	-3	8	0.3	-4	3
Cc1cc(C)n(-c2ccc(C(=O)N3CC(C)OC(C)C3)cc2)n1 (centres undefined)
→ 0	-2	5	17	8	-2	-0.2	1	-6
O=C(CN1CCN(Cc2ccccc2)CC1)NCCc1ccccc1
→ 1	-8	1	15	-3	12	0.2	-3	0
Brc1cnc(N2CCCC2)nc1N1CCCCC1
→ 3	-8	-2	8	-1	-1	2.3	0	0
O=C(c1cc2ccccc2oc1=O)N(Cc1cccs1)C1CCS(=O)(=O)C1 (centres undefined)
→ 4	3	1	8	-11	-1	1.0	-3	4
COc1ccc(N2CCN(C(=O)c3cccc(S(=O)(=O)N4CCOCC4)c3)CC2)cc1
→ 0	10	/	17	14	/	2.6	-5	-3
COc1ccc(Cl)cc1S(=O)(=O)Nc1ccc(Cl)cn1
→ 0	1	-2	-19	8	4	0.8	-1	6
O=C(O)CCSc1nnc(SCC(=O)NCC(F)(F)F)s1
→ 1	6	-2	2	13	-2	-1.7	-6	5
CCOc1ccc(S(=O)(=O)NCCC(=O)OCC(=O)N2CC(=O)Nc3ccccc32)cc1
→ 1	2	-18	0	9	3	-2.4	-9	4
O=C(NCCc1ccccc1)C(=O)Nc1ccc([N+](=O)[O-])cc1
→ 0	1	-1	1	8	13	-2.5	-4	6
FC(F)(F)c1cccc(NC(=S)N2CCN(c3ccccn3)CC2)c1
→ 3	-2	-4	9	-1	2	0.9	0	-3
CC1CN(C(=O)CCC(=O)NCc2ccccc2)c2cc(Cl)ccc2O1 (centres undefined)
→ 0	-3	3	-19	-4	9	-0.2	0	11
O/N=C/c1cc(Cl)ccc1OCc1cccc2ccccc12
→ 0	-1	0	-1	1	4	1.6	3	-1
